Screens deposited in PubChem BioAssay by several laboratories.
hgDAF-12 ag = activates the H. glycines DAF-12 receptor ligand-binding domain. activation, % at 6.8 µM. HEK293 GAL4-hgDAF12 UAS-luciferase reporter, agonist luminescence; normalized to butyrate control. hit rate 1.8% among 370,000;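 active = activation above a cutoff set at the mean of all screened compounds plus 3 SD, cut at about 10% in these data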;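 note: 0% = DMSO wells and 100% = sodium butyrate wells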
ADAM10 inh = ADAM10 inhibition, QFRET primary screen; O14672; recombinant ADAM10, EDANS/DABCYL FRET peptide cleavage, 3 h; inhibition, % at 7 µM; hit rate 0.62% among 370,000; AID 720582;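 active = inhibition above a per-campaign cutoff equal to the mean of compounds falling between control-based bounds plus 3 SD, cut at about 20% in these data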;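 note: 0% = DMSO wells while the 100% control is not disclosed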
hcDAF12 agonist = H. contortus DAF-12 activation, primary screen | HEK293 hcDAF-12 lit1-tk-luc reporter, luminescence; 0% DMSO, 100% Δ7-dafachronic acid | activation, % at 6.8 µM | hit rate 1.4% among 370,000;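 active = activation above the mean of all tested compounds plus 3 SD, cut at about 5.5% in these data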;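 note: 100% = response to 3 µM Δ7-dafachronic acid high control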
ssDAF-12 act = activates DAF-12 receptor from parasite S. stercoralis; HEK293 ssDAF-12/GRIP1 lit1-tk-luc reporter, luminescence; % of 3 µM dafachronic acid response; activation, % at 6.8 µM; hit rate 1% among 370,000; AID 652126;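 active = activation above the mean over all tested compounds plus 3 SD, cut at about 0.9% in these data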;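 note: 0% = DMSO-only wells and 100% = 3 µM delta7-dafachronic acid wells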
SMARCA2 act = increases SMARCA2 function in MMTV reporter cells; activation, % at 9.1 µM; hit rate 1% among 370,000; MG213 cells, MMTV-luciferase reporter, dexamethasone, overnight; in the data active = activation above about 7.8%;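 note: 0% = vehicle wells and 100% = reference activator wells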
DAX1 inh-1 = inhibits human nuclear receptor DAX1; P51843; HEK293 Gal4-DAX1 luciferase reporter, luminescence; inhibition, % at 6.75 µM; hit rate 0.99% among 340,000; AID 504766;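 active = inhibition above the mean over all tested compounds plus 3 SD, cut at about 4.2% in these data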;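 note: 0% = DAX1-transfected cells with DMSO and 100% = empty-vector control cells with DMSO; inhibition shows as a rise in luminescence from relieved DAX1 repression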
Target sequence (P51843 207-470 limits assumed): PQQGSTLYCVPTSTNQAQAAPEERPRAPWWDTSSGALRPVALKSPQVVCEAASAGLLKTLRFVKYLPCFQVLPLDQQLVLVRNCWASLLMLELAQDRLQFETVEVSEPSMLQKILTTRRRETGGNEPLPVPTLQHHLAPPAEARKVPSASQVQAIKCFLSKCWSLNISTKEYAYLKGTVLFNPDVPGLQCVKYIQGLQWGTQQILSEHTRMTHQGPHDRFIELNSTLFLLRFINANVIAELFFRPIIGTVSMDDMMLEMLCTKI
GC-B act = GC-B (human) receptor activation; P20594; HEK293-GC-B cells, CNP EC30, cGMP TR-FRET; 0% at EC30 CNP, 100% saturating CNP; activation, % at 10 µM; hit rate 0.11% among 370,000;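 active = activation at 10 µM reaching about 35% in either raw or pattern-adjusted values, limit read from the data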
DAX1 inh-2 = blocks DAX1 repression of SF-1 activated StAR promoter | HEK293T StAR-luciferase reporter, SF-1/DAX-1 repression relief | inhibition, % at 6.8 µM | hit rate 1.1% among 370,000 | AID 652010;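 active = inhibition above the mean over all tested compounds plus 3 SD, cut at about 3.6% in these data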;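 note: 0% = DAX-1 cells with DMSO and 100% = cells lacking DAX-1 with DMSO; higher inhibition means more luminescence from relief of DAX-1 repression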
GC-A act = GC-A (human) enzyme activation; hit rate 0.14% among 370,000; HEK293 GC-A cells, cGMP TR-FRET, EC30 ANP; 0% at EC30 ANP, 100% saturating ANP; activation, % at 10 µM; P16066; in the data active = activation above about 40%
sPLA2-III inh = Blocks human group III sPLA2 activity. QFRET BODIPY PC-A2 liposome hydrolysis, fluorescence. Q9NZ20. hit rate 0.56% among 370,000. AID 743126. inhibition, % at 12.2 µM;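 active = inhibition above mean plus 3 SD of compounds lying within the high and low control bounds, cut at about 19% in these data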;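 note: 0% = median of test compound wells and 100% = no enzyme DMSO wells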
Target sequence (Q9NZ20 whole entry, looked up): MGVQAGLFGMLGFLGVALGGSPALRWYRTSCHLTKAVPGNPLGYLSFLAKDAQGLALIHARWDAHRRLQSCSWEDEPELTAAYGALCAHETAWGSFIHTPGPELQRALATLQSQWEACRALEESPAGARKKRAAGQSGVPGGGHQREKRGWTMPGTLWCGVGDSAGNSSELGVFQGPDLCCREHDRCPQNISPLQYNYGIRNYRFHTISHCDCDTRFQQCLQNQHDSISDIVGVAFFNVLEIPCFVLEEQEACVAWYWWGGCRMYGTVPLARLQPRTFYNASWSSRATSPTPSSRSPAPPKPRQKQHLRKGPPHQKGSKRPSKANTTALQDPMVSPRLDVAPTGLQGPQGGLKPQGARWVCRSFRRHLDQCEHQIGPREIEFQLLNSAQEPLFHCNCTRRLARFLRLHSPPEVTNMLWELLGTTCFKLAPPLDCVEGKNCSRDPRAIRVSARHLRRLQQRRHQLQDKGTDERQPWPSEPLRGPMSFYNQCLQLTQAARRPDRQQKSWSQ
GAA850 FXN act = activators of GAA850 frataxin (FXN) promoter; hit rate 0.56% among 360,000; HEK293 lucGAA850 FXN promoter luciferase reporter, 24 h; percent of 10 µM SAHA response; activation, % at 6 µM;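 active = activation above the average of all compounds screened plus 3 SD, cutoff fixed separately per campaign, cut at about 7.5% in these data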;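 note: 0% = DMSO wells and 100% = 10 µM SAHA wells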
Active calls of the source: *; / = not tested or not shown.

SMILES	hgDAF-12 ag	ADAM10 inh	hcDAF12 agonist	ssDAF-12 act	SMARCA2 act	DAX1 inh-1	GC-B act	DAX1 inh-2	GC-A act	sPLA2-III inh	GAA850 FXN act
COc1cc(S(=O)(=O)N2CCC(O)(c3cccc(C(F)(F)F)c3)CC2)ccc1-n1cnnn1	-0.9	2	-1.1	-2.2	-3	-0.7	3	0.1	2	-14	0.9
O=C(NCc1ccco1)c1ccc(Cl)cc1[N+](=O)[O-]	-0.7	-3	-2.2	-0.9	-2	2.4	1	-0.3	2	3	0.1
Cc1ccc(Nc2nc(Cl)nc3ncn(C)c23)c(C)c1	4.4	-9	-0.1	-0.4	0	-1.4	0	-0.3	-1	1	1.6
CC(=O)Nc1ccc(NC(=O)CSc2nnc(CC(C)O)n2-c2ccccc2)cc1 (centres undefined)	-1.8	2	-1.8	-1.8	-2	-0.2	4	0.0	5	11	0.7
COc1ccc(CNC(=O)CSc2nc3ccccc3n2C(C)=O)cc1	-0.6	4	-1.4	-1.5	0	-0.7	-3	-0.1	0	-8	0.4
Cc1cc(=O)oc2cc(Nc3ccccc3)ccc12	5.8	-33	2.7	-1.0	0	-0.5	-3	0.2	2	10	0.5
O=C1CCCC2=C1C(c1cccs1)n1nc(SCc3ccc(C(=O)O)cc3)nc1N2 (centres undefined)	-1.3	-130	0.1	-1.2	-2	0.8	7	0.5	2	-1	0.6
CC(O)CNc1nc2c(c(=O)n(Cc3ccc(Cl)cc3)c(=O)n2C)n1C (centres undefined)	0.2	2	-1.0	-1.8	-3	-1.2	7	-0.8	7	1	0.9
COc1ccc(N(CC(=O)Nc2ccc(C)cn2)S(=O)(=O)c2c(C)noc2C)cc1	-1.7	6	1.4	-1.2	-3	0.8	1	-0.5	-7	-6	2.3
O=C(c1cccc(S(=O)(=O)Nc2ccccc2Cl)c1)N1CCN(C(=O)c2ccco2)CC1	4.9	5	-0.5	-1.6	-3	1.8	1	-0.1	-3	-5	0.1
COc1ccc(C(C)=O)cc1CSc1nnc(C)s1	-2.0	-1	-1.2	-1.6	2	-0.3	-5	-0.4	1	5	1.7
CCOC(=O)C1CCN(Cc2coc3c(Cl)cc(Cl)cc3c2=O)CC1	1.8	2	-0.7	-1.3	2	-0.6	-5	0.1	1	3	2.0
CN(CC1CCOCC1)C(=O)CC1C(=O)NCCN1Cc1ccc(F)c(F)c1 (centres undefined)	0.4	-30	-1.9	-0.7	-2	0.4	2	0.1	0	11	-0.8
Cc1c(C(=O)NN)nn(-c2ccc(F)cc2)c(=O)c1C#N	0.0	-4	-2.3	-1.0	-4	0.9	3	-0.1	1	-21	-0.8
O=C(c1cc([N+](=O)[O-])ccc1N1CCOCC1)N1CCCCC1	4.1	4	-1.0	-1.1	-2	1.1	3	0.2	4	-5	-0.3
Cc1ccccc1C(=O)NNC(=O)CCc1ccccc1	3.6	1	-0.6	-1.2	-3	-0.2	-1	0.9	-3	6	-0.6
CCCNC(=O)CCn1c(=S)oc2ccccc21	-1.7	-3	1.4	-0.7	1	-2.9	-4	0.8	-1	3	1.3
O=C1CSC(=Nc2ccc(Cl)cc2)N1Cc1ccco1	-1.8	-4	1.1	-1.4	-5	-2.1	-2	-0.2	0	-4	-0.2
Cn1c(=O)c2c(O)c(C=NCc3ccccc3)c(=O)n(C)c2n(C)c1=O	0.3	-2	-0.7	-0.8	3	/	-1	0.6	3	3	-0.7
Cc1cc(=O)n2nc(N3CCCC(C(=O)NCc4cccc(Br)c4)C3)sc2n1 (centres undefined)	3.4	4	-1.4	-1.3	0	-0.3	-5	1.1	-1	3	-1.2

Nothing new here: 2 of the compounds above.
SMILES	hgDAF-12 ag	ADAM10 inh	hcDAF12 agonist	ssDAF-12 act	SMARCA2 act	DAX1 inh-1	GC-B act	DAX1 inh-2	GC-A act	sPLA2-III inh	GAA850 FXN act
COc1cc(S(=O)(=O)N2CCC(O)(c3cccc(C(F)(F)F)c3)CC2)ccc1-n1cnnn1	-0.9	2	-1.1	-2.2	-3	-0.7	3	0.1	2	-14	0.9
O=C(NCc1ccco1)c1ccc(Cl)cc1[N+](=O)[O-]	-0.7	-3	-2.2	-0.9	-2	2.4	1	-0.3	2	3	0.1

Next part:
SMILES	hgDAF-12 ag	ADAM10 inh	hcDAF12 agonist	ssDAF-12 act	SMARCA2 act	DAX1 inh-1	GC-B act	DAX1 inh-2	GC-A act	sPLA2-III inh	GAA850 FXN act
CC1CCc2sc(C(=O)NCC(c3ccco3)N3CCCCC3)cc2C1 (centres undefined)	1.5	2	-0.5	-0.5	-2	0.1	4	0.2	0	-18	-0.1
CCC(=O)NCCCCNC(=O)CC	-3.0	1	-0.9	-1.1	-3	0.7	1	0.1	3	1	2.0
COc1ccc(-n2c3c(cc(C(=O)NCc4ccco4)c2=O)C(=O)CC(C)(C)C3)cc1	-3.9	-39	-0.2	-1.8	-1	0.0	-4	0.8	-5	-12	0.9
N#C/C(=C\C=C\c1ccccc1)C(=O)NCc1cccnc1	-4.1	-10	-3.0	0.5	-1	-0.9	-6	-1.9	-3	0	1.1
CCC1Nc2ncnc(N3CCCCC3)c2N(Cc2ccc(Cl)cc2)C1=O (centres undefined)	-1.5	1	-2.4	-1.2	0	0.0	-8	-0.7	-7	-5	-1.9
COCCNC(=O)c1ccc(C)c(NC(=O)C2=C(C)OCCS2)c1	-1.2	0	-0.4	-1.5	0	1.2	2	-0.4	4	2	-0.5
COc1ccccc1C(CNC(=O)CN1C(=O)NC(C)(c2ccc3ccccc3c2)C1=O)N1CCCC1 (centres undefined)	0.8	-12	-0.8	-1.4	-2	-1.0	2	0.5	-6	-10	-3.0
CCOC(=O)c1cnc2c(cnn2C)c1NCCC(O)C(F)(F)F (centres undefined)	-0.4	3	-1.5	-1.8	2	0.4	-2	0.0	1	-10	0.8
Cc1ccc(NC2CCCN(C(=O)c3ccc(-n4ccnc4)cc3)C2)cc1C (centres undefined)	-0.9	-3	0.7	-0.9	-2	-0.9	-5	-1.2	-11	1	-2.3
NC(CCc1ccccc1)c1csc(Nc2ccc(C(=O)NCCCO)cn2)n1 (centres undefined)	-0.1	-31	0.0	-1.0	0	/	1	-0.4	2	10	0.3
CCOc1ccc(-c2nn3c(-c4ccc(F)cc4)nnc3s2)cc1	2.2	0	-0.5	-0.9	-1	1.2	-3	0.3	0	4	-0.5
CCc1c(O)nc(SCC(=O)Nc2nc3ccccc3s2)n(-c2ccc(C)cc2)c1=O	2.8	9	0.4	-1.2	5	2.2	1	0.1	0	3	0.2
CC1(c2cccc(Br)c2)NC(=O)N(CC(=O)Nc2ccc3c(c2)OCCO3)C1=O (centres undefined)	-2.5	-12	0.5	-1.7	-1	0.1	4	-1.5	3	-9	-0.3
COc1ccc(C(=O)OCc2c(C)noc2C)cc1	1.5	-7	-0.5	-2.0	-2	-1.2	-3	1.3	-2	-4	2.2
O=C(CCC(=O)N1CCN(C2CCCC2)CC1)Nc1nnc(C(F)(F)F)s1	-0.3	-2	-1.0	-1.3	1	2.6	4	0.5	3	-4	1.4
CCC1CCCCN1C(=O)CCS(=O)(=O)c1ccc2c(c1)CCN2C(C)=O (centres undefined)	-1.9	4	1.4	-0.8	5	-0.1	6	0.3	-2	2	-0.8
Cc1cc(C)c(S(=O)(=O)N(C)c2ccccc2)c(C)c1	-2.6	3	-1.3	-1.4	-2	-0.5	-3	0.0	-6	1	0.5
c1coc(-c2nnc3sc(C4CCCCC4)nn23)c1	-0.7	-7	-2.0	-1.8	-4	0.6	-4	-0.4	7	5	2.0
CCN(CC)S(=O)(=O)c1ccc(C(=O)N2CCN(c3ncccn3)CC2)cc1	1.3	-6	-1.6	-1.1	-3	-1.0	5	-0.1	-2	-4	0.0
Cc1ccc(C(=O)COC(=O)c2ccc(O)cc2)cc1	14*	6	-0.1	-0.8	7	1.8	-3	0.9	5	-17	5.7
CCNC(=S)NNC(=O)c1cc(-c2cccc(OC)c2)nc2ccccc12	3.6	-14	1.6	0.5	0	0.3	1	0.6	0	12	4.0
CN(C(=O)CSc1nnc(Cc2ccccc2F)n1N)C1CCCCC1	7.8	-18	0.0	-0.7	2	0.6	6	0.8	3	6	2.1
CC(=O)[C@@]1(O)CC[C@H]2[C@@H]3CCC4=CC(=O)CC[C@]4(C)[C@H]3[C@@H](O)C[C@@]21C	-1.6	13	-1.8	-0.9	-7	-0.2	0	1.6	0	8	3.8
COc1ccc(CCC(=O)N2c3ccccc3CC2C)cc1 (centres undefined)	2.3	10	-0.1	-1.7	0	0.1	-6	0.8	-2	-5	3.2
O=C(NCCCN1CCOCC1)/C(=C/c1cccnc1)NC(=O)c1ccccc1	-1.2	-8	-0.1	-0.9	-3	1.1	0	0.3	2	1	-2.6
COC(=O)COc1ccc(S(=O)(=O)N2CCCCCC2)cc1	1.4	5	-0.7	-0.5	2	-0.8	3	0.2	5	-4	2.0
COC(=O)c1ccc(N2C(c3cccc(OC)c3)=Cc3ccc(F)cc3C2c2c(C)[nH]c3ccccc23)cc1 (centres undefined)	6.0	-1	2.6	-0.3	-4	/	-1	0.7	-2	-3	/
CN(Cc1ccncc1)C1CC(=O)N(c2ccc(F)cc2)C1=O (centres undefined)	-2.6	7	0.1	-1.0	7	-0.5	-8	-0.3	-2	3	1.1
Cc1cn(CC(=O)NCc2ccccc2)c(=O)[nH]c1=O	0.3	3	-0.6	-0.9	1	0.2	0	-0.3	2	4	0.4
CC1(C)COC(c2cc3c(cc2Br)OCO3)OC1	-0.7	9	-0.3	-0.7	8.1*	0.2	3	-0.1	1	3	-0.8
CCCS(=O)(=O)c1nc(S(=O)(=O)c2ccc(C)cc2)c(NCc2ccco2)s1	1.8	-6	-0.9	-1.3	-1	-0.4	5	0.1	2	1	0.9
CCCCn1c2c(c(=N)c3c1CCC3)CCC2	-5.5	2	-3.3	-2.2	-4	-3.7	0	-1.9	5	1	-0.2
Cc1ccc(/C=C2\SC(=S)N(CCCC(=O)N3CCOCC3)C2=O)cc1	-2.8	4	-3.6	-1.8	-5	-0.7	-4	-1.6	-5	-2	-5.1
CC1CN(CCOCCSc2ccc(Cl)cc2)CC(C)O1 (centres undefined)	0.8	-4	1.2	0.0	-1	-1.1	-1	-0.1	2	-3	0.3
O=C(OCc1cn([C@@H]2CN(C(=O)C3CCCCC3)[C@@H](c3ccc(Cl)cc3)C[C@H]2O)nn1)c1ccccc1	-0.4	3	-0.5	-1.3	0	2.0	-7	0.4	-11	-3	-1.2
CN1CCN(CC(=O)NC2CCCCC2)CC1	-2.3	0	-0.8	-1.4	0	-0.2	4	-0.5	-3	3	-0.2
Cc1nnc(SCC(=O)NNC(=O)c2ccco2)n1-c1cccc(Cl)c1	-1.5	9	-1.2	-1.0	-5	0.7	6	0.8	-2	5	-0.3
COC(=O)CCCC(=O)N1CCCC(N(C)CCc2ccccc2)C1 (centres undefined)	-0.3	7	0.2	-1.2	-4	-1.2	0	0.4	-2	8	1.2
